TMEM16A inh – TMEM16A chloride channel inhibitors, primary screen, cell-based, HTS; HEK293 TMEM16A/YFP iodide influx fluorescence, ionomycin; normalized B-score (activity score, 25-100; higher = stronger inhibition) at 10 µM; 310,000 compounds, 1.2% hits;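 active = ratio plate-corrected score three or more library SD toward inhibition, starting fluorescence score within five deviations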;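 also: score derived from kinetic fluorescence span divided by baseline fluorescence per well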
RGS4 block – RGS4 inhibitors, primary screen, cell-based, HEK293 M3R inducible RGS4, calcium flux; 310,000 compounds, 0.45% hits; AID 463165, 2010; B-score at 10 µM; Regulator of G-protein signaling 4 (Homo sapiens), P49798; Fluo-4 calcium flux; hits give high values; triggered by carbachol at its EC20;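 active = B-score, a plate-corrected calcium signal, over three deviations above library mean, with baseline fluorescence within five deviations of library mean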;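 also: RGS4 expression induced by doxycycline in cells with stable M3 receptor; B-score is computed from the integrated fluorescence ratio over baseline after carbachol; higher B-score means a larger calcium signal and so more RGS4 inhibition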
Target sequence (P49798 whole entry, looked up): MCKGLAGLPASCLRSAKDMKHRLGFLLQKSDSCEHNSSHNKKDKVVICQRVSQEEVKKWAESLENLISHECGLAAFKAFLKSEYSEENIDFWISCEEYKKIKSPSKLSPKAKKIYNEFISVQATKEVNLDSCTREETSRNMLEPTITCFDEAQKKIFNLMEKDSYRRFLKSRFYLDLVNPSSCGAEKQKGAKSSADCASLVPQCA
TRPC4 block – inhibitors of mouse TRPC4 channel, primary screen, Fluo4 calcium, HEK293 TRPC4beta/mu-opioid cells; Short transient receptor potential channel 4 (Mus musculus), Q9QUQ5; DAMGO-evoked Fluo4 calcium flux; hits give low values; B-score at 10 µM; 300,000 compounds, 0.39% hits; AID 2247, 2010;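 active = B-score over 3 SD under the library average, no early fluorescence shift, positive overall ratio signal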
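test system = HEK293 cells with stable TRPC4beta plus mu-opioid receptor expression | detection = Fluo4 Ca2+ flux fluorescence | read-out = integrated fluorescence ratio relative to baseline, converted to per-well B score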
MrgX1 antagonist – antagonists of human MrgX1 receptor, primary screen, HEK293 cells, Fluo-4 calcium flux; 310,000 compounds, 1.3% hits; AID 588676, 2011; B-score at 10 µM; Mas-related G-protein coupled receptor member X1 (Homo sapiens), Q96LB2; BAM8-22 antagonism; hits give low values;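 active = calcium-response B-score plate-corrected more than 3 library SD below zero, starting fluorescence within 5 deviations, no agonist response on first addition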;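 also: peak minus trough fluorescence over baseline after final BAM8-22 challenge near maximal dose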
Target sequence (Q96LB2 whole entry, looked up): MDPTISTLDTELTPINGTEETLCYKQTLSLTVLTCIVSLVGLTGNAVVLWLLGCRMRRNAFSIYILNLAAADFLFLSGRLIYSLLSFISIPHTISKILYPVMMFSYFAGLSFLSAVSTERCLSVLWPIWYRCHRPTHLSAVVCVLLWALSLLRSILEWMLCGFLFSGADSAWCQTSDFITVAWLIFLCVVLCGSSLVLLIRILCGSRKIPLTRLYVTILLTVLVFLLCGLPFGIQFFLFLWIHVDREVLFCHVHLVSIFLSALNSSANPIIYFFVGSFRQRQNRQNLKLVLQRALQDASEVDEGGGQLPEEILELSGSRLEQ
TRPC6 inh – mouse TRPC6 channel inhibitors, primary screen, cell-based, HEK293, membrane potential dye; B-score at 10 µM; 310,000 compounds, 1.1% hits; ACh-evoked depolarization; hits give low values; Short transient receptor potential channel 6 (Mus musculus), Q61143;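 active = B-score under library mean minus 3 SD, initial fluorescence not abnormally high, positive integrated signal ratio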;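 also: B-score derived from integrated fluorescence ratio over the kinetic read; more negative B-score means stronger inhibition of depolarization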
TRPC6 act – mouse TRPC6 channel activators, primary screen, cell-based, HEK293, membrane potential dye | HEK293-TRPC6 membrane potential dye fluorescence; hits give high values | 310,000 compounds, 0.13% hits | B-score at 10 µM;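 active = B-score of the integrated fluorescence ratio above library mean plus 3 SD, and starting fluorescence ratio within library mean plus 5 SD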;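 also: higher score means more depolarization so channel activation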
MrgX1 agonist – agonists of human MrgX1 receptor, primary screen, HEK293 cells, Fluo-4 calcium flux; Mas-related G-protein coupled receptor member X1 (Homo sapiens), Q96LB2; Fluo-4 calcium fluorescence, agonist mode; hits give high values; B-score at 10 µM; 310,000 compounds, 0.44% hits;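 active = calcium response B-score plate-corrected fluorescence ratio at least 3 library SD, with starting fluorescence B-score inside 5 SD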
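Assay system: stable human MrgX1 HEK293 cell line. Quantity: 15,000 cells per well. Schedule: cells plated overnight, dye loaded 0.5 h 37 °C, 0.5 h room temperature. Detection: Fluo-4 NW calcium-flux fluorescence, kinetic read. Read-out basis: peak-minus-minimum fluorescence over baseline, converted to B scores. Control set: positive and negative control wells on each plate.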
TRPC4 potent – positive allosteric modulators of TRPC4, primary screen, cell-based, mouse TRPC4beta, HEK293 mu-opioid, Fluo-4 calcium. Short transient receptor potential channel 4 (Mus musculus), Q9QUQ5. DAMGO EC20, Fluo-4 Ca2+ flux; hits give high values. B-score at 10 µM. 310,000 compounds, 0.42% hits;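 active = B-score of calcium response area above 5 SD of library B-scores, with initial fluorescence ratio within 5 SD of library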;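 also: B-score of integrated fluorescence ratio over time as area under calcium response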
MrgX1 allo act – positive allosteric modulators of MrgX1, primary screen, HEK293 cells, Fluo-4 calcium flux; Mas-related G-protein coupled receptor member X1 (Homo sapiens), Q96LB2; FDSS; hits give high values; B-score at 10 µM; 310,000 compounds, 0.63% hits;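 active = plate-corrected calcium response at least 3 library SD above typical, normal starting fluorescence, not activating the receptor alone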;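 also: compound read alongside a low EC10 to EC30 dose of BAM8-22 agonist; peak minus trough fluorescence over baseline measured at the second addition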
TRPC4 agonist – activators of mouse TRPC4 channel, primary screen, Fluo4 calcium, HEK293 TRPC4beta/mu-opioid cells; Short transient receptor potential channel 4 (Mus musculus), Q9QUQ5; Fluo4 calcium fluorescence; hits give high values; B-score at 10 µM; 310,000 compounds, 0.49% hits;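 active = B-score above 5 SD of library B-scores, and initial fluorescence ratio not above library mean plus 5 SD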;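 also: positive B-score marks a calcium rise read as TRPC4 activation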
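system = HEK293 cells stably co-expressing mouse TRPC4beta and mu-opioid receptor | schedule = Fluo4 dye loading 45 min at room temperature, 110 s recording | measure = B-scored integrated calcium fluorescence ratio | signal = Fluo4 calcium-sensitive dye fluorescence, kinetic, 1 Hz baseline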
TMEM16A act – TMEM16A chloride channel activators or potentiators, primary screen, cell-based, HTS; AID 623877, 2012; HEK293 TMEM16A/YFP-H148Q/I152L, iodide quench fluorescence; hits give low values; B-score at 10 µM; 340,000 compounds, 0.3% hits;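 active = fluorescence-ratio B-score plate-corrected deviation score at least 3 library SD below zero, with starting fluorescence score within 5 deviations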;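 also: channel opened by trigger with iodide after compound preincubation; score built on the fluorescence ratio of max minus min over baseline; more negative score means more quench and so TMEM16A activation or potentiation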
Numbers without * were called inactive; i = inactive; . = no result given.

SMILES	TMEM16A inh	RGS4 block	TRPC4 block	MrgX1 antagonist	TRPC6 inh	TRPC6 act	MrgX1 agonist	TRPC4 potent	MrgX1 allo act	TRPC4 agonist	TMEM16A act
O=C(NC1CC1)C1=C[C@H](C2CC2)C[C@H](OCCCCO)O1	i	i	i	i	i	i	i	i	i	i	i
Cc1ccc(NC(=O)CN2CC(C)SC2=NC2CCCCC2)cc1 (stereo not given)	i	.	.	i	.	.	i	.	i	.	i
Cc1ccc(-c2cc3nc(-c4ccccc4)cc(N4CCC5(CC4)OCCO5)n3n2)cc1	i	.	.	i	.	.	i	.	i	.	i
Cc1ccc(-c2noc(CCC(=O)NC3CCCc4ccccc43)n2)cc1 (stereo not given)	i	i	i	i	i	i	i	i	i	i	i
CCOc1ccc(N(CC(=O)NCC2CCCO2)S(=O)(=O)c2ccc(SC)cc2)cc1 (stereo not given)	i	i	.	i	i	i	i	i	i	i	i
C#CCOCCOCCOCCNc1nc(N2CCN(C(=O)[C@H]([C@@H](C)CC)n3cc([C@@H](N)CC(C)C)nn3)CC2)nc(N2CCN(C(=O)[C@H]([C@@H](C)CC)n3cc([C@@H](N)CC(C)C)nn3)CC2)n1	i	i	i	i	i	i	i	i	i	i	i
COc1cccc(C2Nc3ccccc3NC3=C2C(=O)CC(C)(C)C3)c1OC (stereo not given)	i	i	i	i	i	i	i	i	i	i	i
O=C(NNC1CC(c2ccccc2)=NN1C(=O)c1ccccc1)c1ccccc1 (stereo not given)	i	i	i	i	i	i	i	i	i	i	i
O=C(O)CC1(CC(=O)N2CCOCC2)CCCC1	i	i	i	i	i	i	i	i	i	i	i
COc1cccc(OC)c1C(=O)Nc1cc2c(cc1N1CCOCC1)n(C)c(=O)n2C	i	i	i	i	i	i	i	i	i	i	i
COc1ccc2oc(C(=O)OCC(=O)N3CCN(S(=O)(=O)c4ccccc4)CC3)c(C)c2c1	i	i	i	i	i	i	i	i	i	i	i
Cc1cc(/C=C2/SC(=S)N(c3ccc([N+](=O)[O-])cc3)C2=O)c(C)n1-c1cccnc1	i	i	i	i	i	i	i	i	i	i	i
CC(OC(=O)C1CCCC1)C(=O)Nc1ccc(C(N)=O)cc1 (stereo not given)	i	i	i	i	i	i	i	i	i	i	i
O=C(OCC1CC(c2ccccc2)=NO1)c1ccco1 (stereo not given)	i	i	i	i	i	i	i	i	i	i	i
Cc1nnc(NC(=O)CN2CC(C)OC(C)C2)s1 (stereo not given)	i	i	i	i	i	i	i	i	i	i	i
Cc1cccc(C)c1NC(=S)NCCSc1ccc(Cl)cc1	i	i	i	i	i	i	i	i	i	i	i
CNC(=O)c1c(C)nc(SCC(=O)NCc2ccc(OC)cc2)c(C#N)c1-c1ccco1	i	i	i	i	i	i	i	i	i	i	i
CCOC(=O)C1(CCOC)CCN(C(=O)c2sccc2C)CC1	i	i	i	i	i	i	i	i	i	i	i
CN(CC(=O)NCc1ccccn1)S(=O)(=O)c1ccc(Cl)cc1	i	i	i	i	i	i	i	i	i	i	i
Nc1ccc(N=Nc2ccccc2)c2cccnc12	i	4.96*	i	i	i	i	i	i	i	i	i
CCO[C@@H]1OC(C(=O)N2CCN(Cc3ccc4c(c3)OCO4)CC2)=C[C@H](c2csc3ccccc23)[C@H]1CCCO	i	i	i	i	i	i	i	i	i	i	i
COc1ccc(CC(=O)OCC(=O)Nc2ccc3c(c2)OCO3)cc1	i	i	i	i	i	i	i	i	10*	i	i
CC(/C=N/n1cnnc1)=C\c1ccccc1	i	i	i	i	i	i	i	i	i	i	i
Cc1cc(C(=O)Nc2ccc3c(c2)CCC3)ccc1[N+](=O)[O-]	i	i	i	i	i	i	i	i	i	i	i
COCCNC(=O)C1CC(c2ccc([N+](=O)[O-])cc2)=NO1 (stereo not given)	i	i	i	i	i	i	i	i	i	i	i
O=C(NCc1ccc(OC(F)(F)F)cc1)C1CC2Cn3c(nc4ccccc43)C2N1Cc1ccccc1 (stereo not given)	i	i	i	i	i	i	i	i	i	i	i
O=S(=O)(NCC1CCCO1)c1ccc(S(=O)(=O)N(Cc2ccc(F)cc2)C2CCCCC2)cc1 (stereo not given)	i	i	i	i	i	i	i	i	i	i	i
S=C(Nc1ccc2cn[nH]c2c1)Nc1ccc(Cl)cc1Cl	i	i	i	i	i	i	i	i	i	i	i
COc1ccc2[nH]c(=O)c(CN(CC3CCCO3)S(=O)(=O)c3ccccc3)cc2c1 (stereo not given)	i	i	i	i	i	i	i	i	i	i	i
Cc1ccc(SCc2nnc(N)s2)cc1	i	i	i	i	i	i	i	i	i	i	i
COc1cc(-c2nc(CN3CCN(CC(C)C)C(=O)[C@@H]3C)c(C)o2)ccc1F	i	i	i	i	i	i	i	i	i	i	i
COc1ccc(OC)c(S(=O)(=O)N2CCC(c3nc4ccccc4[nH]3)CC2)c1	i	i	i	i	i	i	i	i	i	i	i
COc1ccc(CCC(C)Nc2ccc(F)c(F)c2)cc1 (stereo not given)	i	i	i	i	i	i	i	i	i	i	i
CCOC(=O)N1CCN(C2OC(=O)c3ccccc32)CC1 (stereo not given)	i	i	i	i	i	i	i	i	i	i	i
O=C(NCC1(c2ccccc2)CCOCC1)c1cccs1	i	i	i	i	i	i	i	i	i	i	i
Cn1c(NC(=O)/C=C/c2c(F)cccc2Cl)cc(=O)n(C)c1=O	i	i	i	i	i	i	i	i	i	i	i
CSC1=N/C(=C\c2ccccc2Cl)C(=O)N1N(C)C	i	i	i	i	i	i	i	i	i	i	i
CCc1ccccc1NC1Nc2cc(C)nn2S1 (stereo not given)	i	i	i	i	i	i	i	i	i	i	i
Cc1ccc(-n2c3c(c(=O)[nH]c2=O)C(C(F)(F)F)(C(F)(F)F)NC(=O)N3)cc1	i	i	i	i	i	i	i	i	i	i	i
COC(=O)c1nnn(-c2nonc2N)c1COc1ccc(C=O)cc1OC	i	i	i	i	i	i	i	i	i	i	i
Cn1nc(C(=O)NC2CCCN(Cc3ccccc3F)C2)c2ccccc2c1=O (stereo not given)	i	i	i	i	i	i	i	i	i	i	i
COc1ccc(OC)c(NS(=O)(=O)Cc2ccccc2)c1	i	i	i	i	i	i	i	i	i	i	.
CCOC(=O)C(C(=O)OCC)N(C#N)c1nc(OC)nc(N(C)C)n1	i	i	i	i	i	i	i	i	i	i	i
CC(=O)NCC(=O)OCC(=O)c1ccc(Cl)cc1	i	i	i	i	i	i	i	i	i	i	i
COc1ccc(CCN2C(=O)C3C4CC(C5C(C(=O)O)=NOC45)C3C2=O)cc1OC (stereo not given)	i	i	i	i	i	i	i	i	i	i	i
COc1ccc(S(=O)(=O)NCCc2c[nH]c3ccc(Cl)cc23)cc1	i	i	i	i	i	i	i	i	i	i	i
O=C(C1=C(O)C(=O)N(Cc2ccccc2)C1c1cccnc1)c1ccco1 (stereo not given)	i	i	i	i	i	i	i	i	i	i	i
COC(=O)C(C(=O)NCC1CCCO1)C1CCCC1 (stereo not given)	i	i	i	i	i	i	i	i	i	i	i
CN(CCC#N)C(=S)Nc1ccc(Oc2ccccc2)cc1	i	i	i	i	i	i	i	i	i	i	i
COC(=O)c1ccc(NC(=S)NCCC2=CCCCC2)cc1	i	i	i	i	i	i	i	i	i	i	i
Cn1nc(C(=O)NCc2ccccc2Cl)c2c1-c1ccccc1S(=O)(=O)C2	i	i	i	i	i	i	i	i	i	i	i
CC(=O)c1ccc(OCc2cc(C(=O)N(C)C(C)c3nccs3)no2)cc1 (stereo not given)	.	i	i	.	i	i	.	i	.	i	i
O=C(c1cccc(C(F)(F)F)c1)N1CCN(c2cc(=O)[nH]nc2-c2ccccc2)CC1	i	i	i	i	i	i	i	i	i	i	i
C[C@@H](C(=O)Nc1ccc2ccccc2c1)[C@@H]1C[C@@]1(C)[C@@H](NC(=O)OCc1ccccc1)c1ccccc1	i	i	i	i	i	i	i	i	i	i	i
COc1cccc(COC(=O)c2cc(S(=O)(=O)N3CCCCC3)ccc2N2CCOCC2)c1OC	i	i	i	i	i	i	i	i	i	i	i
COc1ccccc1NC(=O)Oc1ccc(C(C)=O)cc1	i	i	i	i	i	i	i	i	i	i	i
COc1ccc(NS(=O)(=O)c2ccc3c(c2)CCCN3C(C)=O)cc1	i	i	i	i	i	i	i	i	i	i	i
COc1ccc(-c2cc(C(=O)N(C)Cc3ccc(F)cc3)c3ccccc3n2)cc1OC	i	i	i	i	i	i	i	i	i	i	i
CCOCCCNC(=O)C1(O)c2ccccc2NC(=O)N1c1ccc(Cl)c(Cl)c1 (stereo not given)	i	i	i	i	i	i	i	i	i	i	i
COc1ccc(C2C=C(C)Nc3nc4ccccc4n32)cc1 (stereo not given)	i	i	i	i	i	i	i	i	i	i	i
O=C(O)CC(=O)Nc1cc(Cl)ccc1O	i	i	i	i	i	i	i	i	i	i	i
Cc1noc(NC(=O)c2ccccc2C(F)(F)F)c1C#N	i	i	i	i	i	i	i	i	i	i	i
CC(=O)c1c(N2CCN(C)CC2)nc(=S)n(-c2cc(C)ccc2C)c1C	i	i	i	i	i	i	i	i	i	i	i
